Assay outcomes (PubChem BioAssay)
RmlCD inh mix: RmlC and RmlD coupled enzyme inhibitors, primary screen, biochemical, 384-well, compound mixtures, retest. RmlC/RmlD coupled enzyme inhibition, 384-well mixture HTS. inhibition, % at 5.5 µM. hit rate 0.39% among 110,000. AID 1532, 2009; in the data active means inhibition above about 30%, passing the limit was not always enough; further: strong numbers were not always called active
HIV RNase H inh: HIV-1 RT RNase H inhibitors, primary screen, biochemical, fluorescence | inhibition, % at 10 µM | AID 565, 2006 | hit rate 1.9% among 65,000 | Gag-Pol polyprotein (Human immunodeficiency virus type 1 group M subtype B (isolate … | RT-RNase H RNA/DNA duplex cleavage; in the data active means inhibition above about 50%
The depositor's hits bear a star; x = not tested or not shown. A portion of the library; rates above refer to the full screens.

SMILES	RmlCD inh mix	HIV RNase H inh
O=C(C1CCN(S(=O)(=O)c2ccc(F)cc2)CC1)N1CC=C(c2ccccc2)CC1	13	8
CN(C)C=C1C(=O)c2ccccc2C1=O	-2	-7
CCCSc1nnc2nc(C)cc(C)n12	10	-11
COc1ccccc1CNC(=O)C(C)NS(=O)(=O)c1ccccc1 (centres undefined)	-3	35
O=C(O)c1ccc2c(c1)N(Cc1ccccc1F)C(=O)c1ccccc1S2=O (centres undefined)	-7	-2
O=C(CCN1CCCCCC1)Nc1cccc(F)c1	7	x
CCOC(=O)C1=C(C)NC(=O)NC1c1ccccc1 (centres undefined)	4	x
CCN(CC)C(=O)N1CCc2ccccc2C1CN1C(=O)c2ccccc2C1=O (centres undefined)	-26	x
CCSc1nc(O)c(Cc2ccccc2)c(=O)[nH]1	7	x
CC(=O)Nc1cc([As](=O)(O)O)ccc1O	-94	x
Cc1ccc(S(=O)(=O)N/N=C\c2cccnc2)cc1	9	x
O=C(c1ccc(-n2cnnn2)cc1)N1CCCCC1	-13	x
CCN(CC)c1ccc(C=Nc2ccc(C)cc2)c(O)c1	1	x
COc1ccccc1NC(=O)Cn1c(=O)sc2ccccc21	-9	x
COc1cccc(C(=O)CN(C(=O)c2ccc(Cl)c(Cl)c2)N2C(=O)C3CCCCC3C2=O)c1 (centres undefined)	10	x
COCCCNC(=O)c1c(-c2ccccc2)noc1C	2	-8
COc1ccc(S(=O)(=O)Nc2c(C(=O)O)[nH]c3ccccc23)c(OC)c1	-10	-17
CCc1cccc(NC(=O)Cn2cc3c(n2)CCCC3)c1	7	-14
O=C1CSC(=O)N1CCOCCN1C(=O)CSC1=O	-1	-6
O=C(Nc1ccc2c(c1)OCCO2)c1ccccc1F	-13	1
COc1ccc(Cl)cc1NC(=O)N1CCN(S(C)(=O)=O)CC1	-16	4
CCOc1ccc(OCCOCCn2ccnc2)cc1	-11	x
CC1(C)C2CCC1(C)C(NC(=O)CCN1CCCCC1)C2 (centres undefined)	3	-2
CC(=O)c1sc(-c2c(C)nc3sccn23)nc1C1CCCC1	x	12
c1ccc2c(c1)nc1n2CC2CON(C3CCCCC3)C12 (centres undefined)	-4	x
CCOC(=O)c1cnc2ccc(OCC)cc2c1N1CCN(c2ccccc2)CC1	-1	x
COc1ccc(C2CC(=O)C(C=NCCN3CCOCC3)=C(O)C2)cc1 (centres undefined)	-26	54*
O=C1CCc2cc(S(=O)(=O)N3CCN(c4ccccc4F)CC3)ccc2N1	-8	x
O=C1c2oc3ccc(Cl)cc3c(=O)c2C(c2ccco2)N1CCN1CCOCC1 (centres undefined)	x	1
C=CCn1c(CCCNC(=O)CCC)nc2ccccc21	-44	x
CCOC(=O)CCc1c(C)nc(SCCN2CCCC2)c(C#N)c1C	-11	4
CSCCC(NC(N)=O)C(=O)N(C)CC(=O)Nc1ccc(C)cc1 (centres undefined)	-4	-9
CCN(CC(=O)Nc1ccc(N2CCOCC2)cc1)Cc1nc2ccccc2c(=O)[nH]1	-9	x
O=C(c1ccc(NC(=O)C2(c3ccccc3)CCOCC2)cc1)N1CCOCC1	-16	-1
Cc1sc(NC(=O)C2C3CCC(O3)C2C(=O)O)c(C(=O)OC(C)C)c1-c1ccc(Cl)cc1 (centres undefined)	11	x
O=C1CC(C(=O)Nc2ccccc2C(=O)O)C(c2ccccc2)O1 (centres undefined)	4	-28
Cn1c(=NC(=O)CCl)sc2ccccc21	-7	x
Cc1cccc(-c2c3c(=O)n(C)c(=O)n(C)c3c3nnc4ccccc4n23)c1	x	0
CCc1nnc(SCC(=O)Nc2ccc(N3CCOCC3)cc2)o1	-15	x
COCOc1ccc(/C=C/C(=O)c2c(O)cc(OCOC)cc2OCOC)cc1	-12	x
C/C(=N/NC(=O)c1ccc(C)s1)c1cccc(NC(=O)COc2ccc(Cl)cc2Cl)c1	30	x
CC(C)N1C[C@@]23C=C[C@@H](O2)C(C(=O)OCc2ccccc2)[C@H]3C1=O (some centres undefined)	6	-4
Cc1cccc(N(CC(=O)NCC2CCCO2)C(=O)CCC(=O)Nc2cc(C)on2)c1 (centres undefined)	-15	3
Cc1occc1C(=O)N1CCN(c2ncccn2)CC1	5	-11
Cc1ccc(OCC(=O)NCC(=O)n2nc(C)cc2C)cc1	x	-14
Cc1ccc(NC(=S)NC(=O)c2ccc(-c3ccccc3)cc2)c(C)c1	5	x
COc1ccc(S(=O)(=O)Nc2c(C)n(C)n(-c3ccccc3)c2=O)cc1	-111	-2
COc1ccc(NC(=O)c2oc3ccccc3c2NC(=O)C2CC2)cc1	-7	-1
O=S(=O)(c1ccc(Oc2ccc(Cl)cc2)c(S(=O)(=O)N2CCCCC2)c1)N1CCCCC1	9	x
Cc1c(C(=O)c2ccc(Cl)c(Cl)c2)cnc2cc3c(cc12)OCO3	13	x
C[N+](C)(C)CCOP(=O)([O-])OC[C@H](O)CO	-11	-2
Cc1cccnc1NC(=O)Nc1ccc(F)cc1	-6	-9
COc1ccc(-c2noc(CN3CCN(c4ccccc4F)CC3)n2)cc1OC	14	-14
CC(C)(Oc1ccc(Cl)cc1)C(=O)N/N=C/c1cn[nH]c1-c1ccccc1	7	x
COc1ccc(-c2nc(N)nc(C)c2Oc2ccccc2Br)c(O)c1	5	-17
CCOc1ccc(NC(=O)c2cnccn2)cc1	14	x
C=CCNC(=O)CC(=O)N/N=C/c1cccc(Br)c1	-10	x
CN(/N=C/c1c[nH]c2ccccc12)c1cnn(-c2ccc(F)c(Cl)c2)c(=O)c1Cl	13	x
CCN(CC)S(=O)(=O)c1ccc(NC2c3ccccc3C(=O)N2c2ccc(C)cn2)cc1 (centres undefined)	-18	x
CCSc1ccccc1C(=O)N1CCN(c2ccccc2F)CC1	-8	-5

Another view of some results above:
Values run as follows: RmlCD inh mix | HIV RNase H inh
- CCOC(=O)CCc1c(C)nc(SCCN2CCCC2)c(C#N)c1C
 : -11 | 4
- CSCCC(NC(N)=O)C(=O)N(C)CC(=O)Nc1ccc(C)cc1 (centres undefined)
 : -4 | -9
- CCN(CC(=O)Nc1ccc(N2CCOCC2)cc1)Cc1nc2ccccc2c(=O)[nH]1
 : -9 | x
- O=C(c1ccc(NC(=O)C2(c3ccccc3)CCOCC2)cc1)N1CCOCC1
 : -16 | -1
- Cc1sc(NC(=O)C2C3CCC(O3)C2C(=O)O)c(C(=O)OC(C)C)c1-c1ccc(Cl)cc1 (centres undefined)
 : 11 | x
- O=C1CC(C(=O)Nc2ccccc2C(=O)O)C(c2ccccc2)O1 (centres undefined)
 : 4 | -28
- Cn1c(=NC(=O)CCl)sc2ccccc21
 : -7 | x
- Cc1cccc(-c2c3c(=O)n(C)c(=O)n(C)c3c3nnc4ccccc4n23)c1
 : x | 0
- CCc1nnc(SCC(=O)Nc2ccc(N3CCOCC3)cc2)o1
 : -15 | x
- COCOc1ccc(/C=C/C(=O)c2c(O)cc(OCOC)cc2OCOC)cc1
 : -12 | x
- C/C(=N/NC(=O)c1ccc(C)s1)c1cccc(NC(=O)COc2ccc(Cl)cc2Cl)c1
 : 30 | x
- CC(C)N1C[C@@]23C=C[C@@H](O2)C(C(=O)OCc2ccccc2)[C@H]3C1=O (some centres undefined)
 : 6 | -4
- Cc1cccc(N(CC(=O)NCC2CCCO2)C(=O)CCC(=O)Nc2cc(C)on2)c1 (centres undefined)
 : -15 | 3
- Cc1occc1C(=O)N1CCN(c2ncccn2)CC1
 : 5 | -11
- Cc1ccc(OCC(=O)NCC(=O)n2nc(C)cc2C)cc1
 : x | -14
- Cc1ccc(NC(=S)NC(=O)c2ccc(-c3ccccc3)cc2)c(C)c1
 : 5 | x
- COc1ccc(S(=O)(=O)Nc2c(C)n(C)n(-c3ccccc3)c2=O)cc1
 : -111 | -2

Other compounds:
SMILES	RmlCD inh mix	HIV RNase H inh
O=C(CSC(=S)N1CCOCC1)N1N=CCC1c1ccccc1 (centres undefined)	-13	x
CN(C)c1ccc(C(=S)N2CCN(c3ccccc3)CC2)cc1	-11	-11
O=C(CSc1ncn(-c2ccccc2)n1)c1cccs1	-11	-52
COc1cc(C)c(S(=O)(=O)N2CCN(C)CC2)cc1C	17	-16
CC(C)OC(=O)C(CC(=O)O)NCc1ccccc1 (centres undefined)	6	0
CCN(CC)C(=O)c1cc2c(=O)n3cccc(C)c3nc2n1C	18	-18
COc1cc2c(=O)c(-c3ccc(O)cc3)coc2cc1OC1OC(CO)C(O)C(O)C1O (centres undefined)	-7	x
Nc1ccc(Cc2nc3c(ccc4ccccc43)[nH]2)cc1	-11	x
COC(=O)c1cc(NC(=O)Cc2ccc(OC)cc2)cc(C(=O)OC)c1	-16	x
CCC(C)NC(=O)c1ccc(CS(=O)(=O)Cc2ccc(Cl)cc2)o1 (centres undefined)	6	x
CC[n+]1ccc(C)c2cc(S(=O)C(F)(F)F)ccc21 (centres undefined)	-8	-9
Nc1nc(N2CCOCC2)nc(N(c2ccccc2)c2ccccc2)n1	-3	-13
CC1(C)CC(=O)C(C(=O)CCCCC(=O)C2C(=O)CC(C)(C)CC2=O)C(=O)C1	x	-4
O=C(OCc1ccccc1)N1CCOCCOCCN(C(=O)OCc2ccccc2)CCOCCOCC1	5	x
C=CCN1C(=O)/C(=C\c2ccc(Cl)cc2)N=C1SCC(=O)NCCC	3	x
CCOC(=O)C1CCN(c2nc3ccccc3nc2C(C#N)C(=O)OC(C)COC)CC1 (centres undefined)	x	-4
Cc1ccc2c(c1)[nH]c1c(=O)n(CCCN3CCOCC3)cnc12	30	-11
COc1ccc(-c2cnn(C3CCS(=O)(=O)C3)c2N)cc1 (centres undefined)	-5	x
CN(C)c1ccc(CNn2cnnc2)cc1	5	9
CCN(CC)CCNC(=O)c1ccc(CS(=O)(=O)c2ccc(Br)cc2)o1	7	-6
Cc1nnc(SCC(N)=O)n1CCc1ccccc1	0	x
Cc1cc(=O)[nH]c(-c2ccccc2O)n1	-11	-1
Cc1csc(NC(=O)CSc2nnc(-c3ccoc3C)n2Cc2ccco2)n1	-15	-21
COc1ccc(CCNC(=O)C2CCCN(S(=O)(=O)c3cccc4nonc34)C2)cc1OC (centres undefined)	2	0
CCCC(c1nnnn1Cc1ccco1)N1CCN(C2CCCC2)CC1 (centres undefined)	13	-2
CC(C)[C@H](NC(=O)OC(C)(C)C)C(=O)N/N=C/c1cccc2nccnc12	20	x
COc1ccccc1S(=O)(=O)Nc1cccc(-c2nnc3n2CCCCC3)c1	7	x
COc1cccc(C2=CC(c3ccc(N(C)C)cc3)n3ncnc3N2)c1 (centres undefined)	-8	-9
CCOCC(=O)Nc1cccc(NC(C)=O)c1	-16	-11
Cc1ccc(CC2CC(=O)N(c3ccncc3)C2=O)cc1 (centres undefined)	4	-11
CCN(CC)S(=O)(=O)c1ccc(-c2nnc(SCC(=O)c3ccc(OC)cc3)o2)cc1	3	10
Cc1cccc(-n2ncc3c(NCc4ccc5c(c4)OCO5)ncnc32)c1	-2	-15
COCc1[nH]nc2c1C1(CCSCC1)C(C#N)=C(N)O2	9	-3
Cc1ccccc1OCC(=O)NCCN(C)C	5	-5
O=C(NCCCCO)C(F)(F)C(F)(F)C(F)(F)C(=O)NCCCCO	-11	-9
COCCN(C(=O)CCC(=O)Nc1ccccn1)C(C(=O)NC1CCCC1)c1ccc(OC)cc1 (centres undefined)	7	0
Cc1c(N=Cc2ccncc2)c(=O)n(-c2ccccc2)n1C	5	-3
COc1cc2c(cc1NC(=O)CSCC(=O)O)oc1ccccc12	7	-10
CC1CCCCN1CCNC(=O)C1CC(=O)N(c2ccc(F)c(Cl)c2)C1 (centres undefined)	7	-26
Cc1cccc(CN2CCC(C(N)=O)CC2)c1	-2	x
O=C(Cc1ccc(F)cc1)Nc1ccc(F)c([N+](=O)[O-])c1	-10	x
COc1ccc(-c2cc(=O)c3ccccc3[nH]2)cc1	8	x
CCCOC(=O)c1c(NC(=O)CSc2nc(-c3ccco3)cc(C(F)(F)F)n2)sc(C(=O)OC)c1C	0	x
O=c1c(-c2ccccc2)coc2c(CN3CCCC3)c(O)ccc12	-15	-2
Cc1ccc(S(=O)(=O)N2CCCC2C(=O)O)cc1 (centres undefined)	14	-15
COc1ccc(OCC(O)Cn2c(=N)n(CCN3CCCCC3)c3ccccc32)cc1 (centres undefined)	-12	3
CCN1/C(=C/c2ccc3cccc(C)c3[n+]2CC)Sc2ccccc21	-5	x
COc1cccc(/C=C2/CN(C)CC3=C2OC(N)=C(C#N)C3c2cccc(OC)c2)c1 (centres undefined)	7	-2
COc1ccc(NC(=O)CSc2nncs2)cc1OC	-12	3
Cc1cc(-n2ccc(=O)[nH]c2=O)nc(-c2ccccc2)n1	-4	-14
CC(C)(C)n1nnnc1C(c1ccccc1)N1CCc2ccccc2C1 (centres undefined)	-13	-5
CN(C)C(=O)CSc1nc2ccccc2c(=O)[nH]1	-5	0
O=C(Nc1cccnc1)C1(F)C(F)(F)C(F)(F)C(F)(F)C(F)(F)C1(F)F	-16	-20
Cc1ccccc1CN1CCN(C(=O)c2cccc(F)c2)CC1	-7	-9
O=C1c2ccccc2C(=O)N1c1ccccc1S(=O)C(F)(F)F (centres undefined)	-10	-14
O=C(CSc1nnc(-c2ccco2)n1CC1CCCO1)c1ccccc1 (centres undefined)	-22	-38
CCOc1ccc(OCC)c(NC(=O)CSc2nc3ccccc3c(=O)n2C)c1	8	5
CC(=O)Cc1nsc(NC(=O)c2ccc(COc3ccc(C)cc3)o2)n1	-7	-4
C=CCNC(=O)C(C)Sc1ccc(Cl)cc1 (centres undefined)	-9	25
N#Cc1ncc(C(F)(F)F)cc1Sc1ccc(N)cc1	5	x
